# Rab9 prom act = activates the Rab9 promoter. Huh7 Rab9 promoter-luciferase reporter, luminescence, 24 h. Potency, µM (doses to about 9.22 µM), for the others: at the highest dose activation, negative = inhibition, usual class: activators. 2.8% of 320,000 active. AID 485297; further: potency means the concentration at half of the fitted maximal effect; % of control where 0% means no effect; nearly all actives have a fitted effect of over 60% in size
#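 Using Huh7 cells stably transfected with Rab9 promoter–luciferase, compounds were incubated 24 h at 37 °C, 5% CO2; luciferase luminescence was read 10 min after reagent addition.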
# KCNH2 3.1 block = inhibitors of human KCNH2 3.1 potassium channel isoform; AID 720553; U2OS KCNH2 3.1, thallium flux FluxOr; stronger effect = lower value; 0.95% of 340,000 active; activity change, % (tested at about 1.8 µM);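 active means maximum activity change below -70%; inconclusive means maximum activity change from -70% to -50%; inactive means maximum activity change above -50%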;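 further: thallium influx rate constant from kinetic fluorescence after stimulation buffer; on the % scale 0 is the no-effect control and ±100 the full control effect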
#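 Thallium flux via FluxOr fluorescence (Red40 quencher, 45 min loading) in U2OS cells virally expressing the KCNH2 3.1 isoform (1.77 x 10^8 /mL virus, overnight at 37 C). Rate constants from 2-min kinetic reads post-stimulation, normalised to positive and negative controls.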
# Menin-MLL TR inh = displaces Texas Red mutant MLL peptide from human menin; Menin + Texas Red MLL mutant peptide, fluorescence polarization; Potency, µM (series often up to 61.6 µM), for the others: at the top dose FP activity change, negative = inhibition, most hits filed as inhibitors; 0.23% of 270,000 active; AID 1768; active means well fitted inhibition curve with a large enough effect in the polarisation, with a control signal flat, not every such curve was filed as active; inconclusive means small, poorly fitted or top-dose-only effect, or effect the other way, or a change in a side signal; inactive means no such curve, though single readings can be large or run the other way; the % refers to the polarisation; further: potency means the concentration at half of the fitted maximal effect; % of control where 0% means no effect; many of its hits are not listed in these tables
# FLuc modulator = inhibits or activates purified firefly luciferase, miR-21 counter-screen. P08659. Potency, µM (top dose mostly 57.5 µM), inactives show top-dose activity change, negative = inhibition, actives largely listed as inhibitors. AID 588342. 6.9% of 360,000 active. purified FLuc, Km substrates, luminescence inhibition;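 further: potency means the concentration at half of the fitted maximal effect; plate controls were vehicle for no effect and reference inhibitor for full effect; nearly all actives have a fitted effect of over 55% in size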
# Target sequence (P08659 whole entry, looked up): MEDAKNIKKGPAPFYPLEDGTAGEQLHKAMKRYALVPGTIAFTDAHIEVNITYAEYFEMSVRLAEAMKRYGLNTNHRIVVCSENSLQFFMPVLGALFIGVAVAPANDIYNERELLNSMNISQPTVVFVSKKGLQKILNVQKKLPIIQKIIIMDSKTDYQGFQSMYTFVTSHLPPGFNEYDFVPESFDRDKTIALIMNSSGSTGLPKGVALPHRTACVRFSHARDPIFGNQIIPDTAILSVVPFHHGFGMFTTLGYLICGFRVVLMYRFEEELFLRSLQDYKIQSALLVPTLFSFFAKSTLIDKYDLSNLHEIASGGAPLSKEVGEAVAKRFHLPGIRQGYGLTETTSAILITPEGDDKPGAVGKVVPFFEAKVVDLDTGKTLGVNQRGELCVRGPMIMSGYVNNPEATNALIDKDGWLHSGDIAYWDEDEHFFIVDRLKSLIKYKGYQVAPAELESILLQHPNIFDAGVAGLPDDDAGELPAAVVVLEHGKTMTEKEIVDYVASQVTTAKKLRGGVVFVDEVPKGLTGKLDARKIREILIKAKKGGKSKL
#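 Biochemical qHTS of compounds, final roughly 60 µM downward over six points, against 10 nM purified firefly luciferase using Km concentrations of substrates (10 uM D-luciferin, 10 uM ATP) in Tris acetate pH 7.5 buffer; luminescence output.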
# NPC1 prom act = activates the NPC1 promoter | Huh7 NPC1 promoter luciferase reporter, 24 h | Potency, µM (top dose mostly 9.22 µM), inactives show top-dose activation, most hits filed as activators | 2.4% of 320,000 active;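 further: potency means the concentration at half of the fitted maximal effect; % of control where 0% means no effect; nearly all actives have a fitted effect of over 60% in size; reporter is driven by a mutant NPC1 promoter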
#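 In 1536-well qHTS, Huh7 cells harboring an NPC1 promoter–luciferase construct received compound for 24 h; activation was quantified by luminescence following luciferase reagent addition.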
# MBNL1 CUG block = blocks human MBNL1 binding to CUG repeat RNA | Q9NR56 | TR-FRET MBNL1-His/biotin-(CUG)12 binding, 665/545 ratio | Potency, µM (highest dose often 57.5 µM), without a hit: top-dose activity change, negative = inhibition, usual class: inhibitors | 0.036% of 280,000 active | AID 2675; active means well fitted inhibition curve with a large enough effect in the signal ratio, with a control signal flat, not every such curve was filed as active; inconclusive means small, poorly fitted or top-dose-only effect, or effect the other way, or a change in a side signal; inactive means no such curve, though single readings can be large or run the other way; the % refers to the signal ratio; further: potency means the concentration at half of the fitted maximal effect; on the % scale 0 is the no-effect control and ±100 the full control effect
#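 Inhibition of protein-RNA binding appears as loss of TR-FRET between terbium anti-His antibody on MBNL1-His and streptavidin-XL665 on biotin-(CUG)12. Activity is normalized to buffer-only and uninhibited-complex controls.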
# PKM2 activator = PKM2 (human) enzyme activation. P14618. 0.34% of 260,000 active. AID 1631. Potency, µM (top dose mostly 57.5 µM), inactives show at the top dose activation, actives largely listed as activators. purified PKM2, Kinase-Glo ATP luminescence, activation; response scale: 0% is enzyme alone, no compound; further: potency means the concentration at half of the fitted maximal effect; on the % scale 0 is the no-effect control and ±100 the full control effect; nearly all actives have a fitted effect of over 55% in size
#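 Purified hPK-M2 (>95% pure) converted ADP (0.1 mM final) to ATP with 0.5 mM PEP in 50 mM imidazole pH7.2, KCl, MgCl2, Tween 20, BSA; 1 h at room temperature. ATP detected by Kinase-Glo luminescence.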
# VP16 counter = Gal4-VP16 reporter inhibition counter-screen; Drosophila S2 Gal4-VP16 UAS-luciferase, luminescence, 20 h; Potency, µM (doses to about 53.6 µM), inactives show top-dose activity, negative = inhibition, hits mostly inhibitors; 3.5% of 310,000 active; AID 2546;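 further: Gal4-VP16 expression switched on by copper sulfate through the metallothionein promoter; potency means the concentration at half of the fitted maximal effect; on the % scale 0 is the no-effect control and ±100 the full control effect; nearly all actives have a fitted effect of over 50% in size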
# RORg inh = ROR gamma (mouse) transcription inhibition; Drosophila S2 Gal4-RORgamma UAS-luciferase reporter, 20 h; P51450; 5.4% of 310,000 active; Potency, µM (doses to about 53.6 µM), for inactives: at the highest dose activity change, negative = inhibition, most hits filed as inhibitors; AID 2551; further: potency means the concentration at half of the fitted maximal effect; on the % scale 0 is the no-effect control and ±100 the full control effect; nearly all actives have a fitted effect of over 60% in size
# Target sequence (P51450 whole entry, looked up, the tested form may be a part): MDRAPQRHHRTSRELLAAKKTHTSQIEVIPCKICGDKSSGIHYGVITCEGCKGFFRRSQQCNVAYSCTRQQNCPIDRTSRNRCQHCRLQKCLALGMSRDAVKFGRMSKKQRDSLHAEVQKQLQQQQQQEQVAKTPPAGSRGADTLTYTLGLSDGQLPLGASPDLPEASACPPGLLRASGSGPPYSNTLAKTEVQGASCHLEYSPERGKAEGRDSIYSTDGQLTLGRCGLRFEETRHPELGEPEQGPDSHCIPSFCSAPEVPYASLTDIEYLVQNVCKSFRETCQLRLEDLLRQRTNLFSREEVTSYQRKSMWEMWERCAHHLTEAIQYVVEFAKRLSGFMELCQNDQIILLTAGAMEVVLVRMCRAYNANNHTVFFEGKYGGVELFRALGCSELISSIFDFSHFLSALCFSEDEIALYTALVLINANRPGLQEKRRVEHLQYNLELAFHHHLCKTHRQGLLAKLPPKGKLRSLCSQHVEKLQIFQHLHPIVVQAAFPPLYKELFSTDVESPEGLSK
#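 ROR gamma transcriptional activity was tracked as Gal4-UAS luciferase output in stably transfected Drosophila Schneider cells, with compound added 1 hr before 700 uM copper sulfate induction and a 20 hr ambient-temperature incubation.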
# Mito fusion yeast = mitochondrial division inhibition or fusion activation. 0.23% of 320,000 active. Potency, µM (highest dose often 46.1 µM), inactives show at the highest dose growth rescue (activation), hits mostly activators. S. cerevisiae fusion-defective mutant growth rescue, CellTiterGlo 48 h. AID 485298;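 further: potency means the concentration at half of the fitted maximal effect; % of control where 0% means no effect; nearly all actives have a fitted effect of over 45% in size; temperature-sensitive fusion mutants such as fzo1-1 at 37 °C on non-fermentable ethanol glycerol medium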
#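 Compounds are tested for their ability to restore growth of mitochondrial fusion-defective yeast strains at non-permissive 37C in YPEG medium over 48 hours. Viability is quantified by luciferase luminescence.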
# ELG1 repair inh = inhibitors of ELG1-dependent DNA repair in HEK293T cells. HEK293T ELG1-luciferase reporter, luminescence, 16 h; DNA damage induced by 5-fluorouridine. Potency, µM (series often up to 46.1 µM), inactives show top-dose activity change, negative = inhibition, usual class: inhibitors. 2.3% of 330,000 active. AID 504467; further: potency means the concentration at half of the fitted maximal effect; on the % scale 0 is the no-effect control and ±100 the full control effect; nearly all actives have a fitted effect of over 55% in size
#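 Reporter activity after DNA damage by 5-fluorouridine is monitored. Compound-treated cells incubate 16 hr at 37 °C, then ONE-Glo is added for 30 min before luminescence reading.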
# An asterisk follows results filed as active; ? = inconclusive; nt = no result given; [ ] = another dose, or the depositor's remark. Unless noted, the call rests on the fitted dose curve; in most records, active means well fitted curve in the direction sought with a large enough effect; inconclusive means small, poorly fitted or top-dose-only effect, or another doubt; inactive means no such curve, though single readings can be large; an effect the other way counts as inactive or inconclusive.
SMILES,Rab9 prom act,KCNH2 3.1 block,Menin-MLL TR inh,FLuc modulator,NPC1 prom act,MBNL1 CUG block,PKM2 activator,VP16 counter,RORg inh,Mito fusion yeast,ELG1 repair inh
Cn1c(=O)[nH]c(=O)c2c1nc(N1CCCC1)n2CCSc1nc2ccccc2[nH]1,9%,nt,-3%,-1%,1%,-4%,1%,5%,2%,-2%,16%
CCCCNc1ncnc2c1cnn2-c1ccc(Cl)cc1,?,-4,37%[activator],2.7µM*,?,?,-4%,-19%,-38%,28%,?
COC(=O)C(C)Sc1nc2c(c(=O)n1-c1ccccc1)SCC2 (stereo unspecified),5%,-4,-8%,-3%,3%,1%,-2%,-1%,4%,0%,19%
O=C(N/N=C/c1ccc([N+](=O)[O-])o1)c1cn(-c2ccccc2)nc1-c1ccc(F)cc1,-5%,-8,?,-10%,-2%,6%,3%,0%,-39%,-6%,6%
O=C(Nc1ccc2nc(-c3cccs3)c(-c3cccs3)nc2c1)N1CCOCC1,-3%,4,?,4%,-4%,?,7%,-2%,-13%,4%,5.2µM*
CCC(=O)Nc1ccc(N2CCN(Cc3ccccc3)CC2)cc1,-9%,-19,-12%,1%,0%,-5%,1%,5%,-2%,-3%,-6%
COc1cc2nc(N3CCN(C(=O)OCc4ccccc4)[C@H](C(=O)NC(C)(C)C)C3)nc(N)c2cc1OC,-4%,0,-12%,7%,-2%,nt,nt,8%,?,-2%,-29%
CC1CC(C)(C)CC2(C1)NC(=O)N(CC(=O)Nc1c(F)cccc1F)C2=O (stereo unspecified),-1%,6,nt,6%,0%,nt,nt,nt,nt,2%,2%
COc1cccc(/C=N/NC(=O)CNC(=O)c2cccs2)c1O,-8%,34,nt,21µM*,1%,10%,-7%,11µM*,3.2µM*,-2%,?
NNC(=O)c1cc(C23CC4CC(CC(C4)C2)C3)[nH]n1,13%,-17,?,?,8%,1%,1%,8%,-2%,3%,?
COc1ccc(-c2nn(-c3ccccc3)cc2C(=O)Nc2nc(CC(C)=O)ns2)cc1,-2%,4,?,0%,-8%,29%,3%,13µM*,?,-3%,-25%
COc1cccc(CN(C)CC(=O)Nc2c(C)cccc2C(C)C)c1,-7%,-8,?,2%,-1%,-1%,16%,-17%,5%,13%,?
CCOc1ccc(NC(=O)CN(C)C(=O)CSC(C)C(=O)Nc2cc(C)on2)cc1OCC (stereo unspecified),-2%,-7,nt,-2%,7%,-15%,-5%,4%,1%,5%,-4%
O=C(Nc1nccs1)c1cccc(N2C(=O)C3C4C=CC(C4)C3C2=O)c1 (stereo unspecified),1%,12,-4%,-23%,1%,nt,-4%,-3%,0%,3%,-21%
Cc1ccc(-n2ncc(C#N)c2N)cc1,1%,-2,nt,-3%,-4%,0%,1%,2%,-6%,-5%,1%
O=C1CCCc2cc(S(=O)(=O)N3CCC(C(=O)NCc4ccccc4)CC3)ccc2N1,-3%,15,23%,0%,-1%,-4%,nt,-18%,-13%,-1%,?
COc1ccc(N(CC(=O)NCc2cccc(OC)c2)S(=O)(=O)c2c(C)noc2C)cc1,0%,-4,5%,5%,1%,-2%,-3%,-2%,15%,1%,-3%
COC(=O)c1cnc(Nc2cc(C)ccc2OC)c2ccccc12,1%,9,-1%,-12%,3%,-17%,nt,3%,-3%,13%,-2%
Cc1cc(C)c(C(=O)COC(=O)[C@H](C)Nc2ccc(C(F)(F)F)cc2[N+](=O)[O-])c(C)c1,-1%,-15,nt,1%,-4%,2%,1%,13%,-26%,2%,-3%
CCCCc1[nH]c(=O)c(C#N)c2c1CSC(C)(C)C2,4%,21,-11%,3%,0%,14%,-7%,0%,8%,3%,9%
O=C(N/N=C/c1ccc(O)c([N+](=O)[O-])c1)c1ccncc1,-6%,19,nt,-9%,-3%,?,1%,-5%,12%,-1%,?
Cc1ccc(OS(=O)(=O)c2c(C)nn(C)c2Cl)c(C)c1,5%,-6,nt,1%,-4%,0%,1%,-1%,-10%,-7%,-2%
COc1ccc(S(=O)(=O)N2CCCCC2)cc1NC(=O)Cn1cnc2ccccc2c1=O,1%,-5,nt,-2%,0%,nt,nt,nt,nt,-2%,3%
N/C(=N\OC(=O)CCC1CCCC1)c1ccccn1,23%,-5,3%,0.48µM*,25%,?,-22%,-2%,3%,-3%,?
Cc1ccc(C(=O)n2nc(-c3ccco3)nc2N)cc1,-6%,-12,-5%,-1%,-14%,9%,-6%,-10%,-29%,-1%,2%
Cn1c(CCNS(=O)(=O)c2ccccc2)nnc1SCc1cccnc1,-2%,15,11%,1%,0%,2%,15%,-2%,1%,2%,-5%
Cc1oc(-c2ccccc2)cc1C(N)=O,1%,-42,-10%,-20%,-1%,-13%,-2%,-11%,?,-7%,?
COc1ccc(CCNC(=O)C(=O)c2cn(CC(=O)N3CCOCC3)c3ccccc23)cc1OC,1%,-5,-5%,21µM*,-1%,5%,5%[0.46 µM],-2%,-15%,-21%,?
O=C(c1cc2ccccc2oc1=O)N(c1ccc(Cl)cc1)C1C=CS(=O)(=O)C1 (stereo unspecified),-4%,6,-5%,3%,-3%,nt,0%,-12%,-26%,-2%,-2%
O=C(Nc1nccs1)c1ccc(-c2ccc(F)cc2)o1,3.5µM*,-5,?,2.1µM*,2.2µM*,8%,0%,?,?,3%,?
Cc1n[nH]c(C)c1S(=O)(=O)NCCc1ccc(Cl)cc1,-5%,-24,nt,5%,0%,-6%,9%,12%,-10%,2%,7%
CCOC(=O)CSc1nc(N)c(C(=O)Nc2ccc(N(C)C)cc2)s1,-7%,-1,7%,8.5µM*,0%,?,0%,?,-8%[10 µM],-2%,1%
CCc1ccc(NC(=O)Cc2ccc(-n3cccc3)cc2)cc1,-5%,2,?,0%,-2%,5%,-1%,9%,14%,1%,7%
CC(C)C(=O)Nc1ccc2nn(-c3ccccc3)nc2c1,0.14µM*,3,3%,0.67µM*,0.22µM*,?,-1%,-7%[10 µM],-28%,-2%,?
Cc1ccc(S(=O)(=O)N(C)c2c(C)ccc(S(=O)(=O)N3CCN(C=O)CC3)c2C)cc1,1%,-2,6%,0%,-2%,-5%,-15%,-3%,-29%,1%,-11%
Cc1ccc(N/C(N)=N/c2nc(CSc3ccccn3)cc(=O)[nH]2)c(C)c1,-14%,1,-8%,-1%,-9%,-1%,-4%,-10%,1%,0%,?
COc1cccc(CCc2nnc(CCC(=O)NCCC3CCCCO3)o2)c1 (stereo unspecified),5%,6,3%,3%,-3%,1%,nt,7%,1%,6%,25%
CC(C)CC(NC(=O)c1ccccc1)C(=O)OCC(=O)Nc1ccc(Br)cn1 (stereo unspecified),-4%,0,16%,-1%,-2%,3%,16%,0%,4%,0%,12%
Cc1cc(C)c(NC(=O)c2ccccc2CCc2ccccc2)c(C)c1,-6%,-10,-10%,6%,1%,4%,2%,-13%,0%,4%,18%
O=S(=O)(c1ccc(Cl)cc1)n1ccc(-c2cccc(OCc3c(F)cccc3Cl)c2)n1,-4%,-11,nt,1%,-5%,-11%,-1%,0%,-17%,3%,5%
COc1cc(NC(=O)CSc2ncnc3scc(-c4ccccc4)c23)c(C(=O)O)cc1OC,-5%,4,?,15µM*,0%,8%,0%,-17%,?,0%,8%
COC(=O)c1cccc(NC(=O)c2cccc([N+](=O)[O-])c2)c1,4%,-4,30%[activator],-16%,3%,?,0%,21%,21%,1%,-3%
O=C(NCC(c1ccco1)N1CCc2ccccc21)c1c(F)cccc1F (stereo unspecified),-7%,17,nt,0%,1%,nt,nt,nt,nt,2%,?
Cc1cc(CSc2ccccc2)ccc1NC(=O)c1ccc(C)c([N+](=O)[O-])c1,-5%,3,20%,0%,-7%,nt,8%,1%,-16%,3%,0%
Cc1cc2oc(=O)cc(CN(C)Cc3ccccc3Cl)c2cc1C,-3%,-3,nt,-20%,1%,3%,nt,-12%,-21%,-22%,-7%
COc1ccc(CNC(=O)COC(=O)CCOc2ccc(C)cc2)cc1,-7%,1,nt,2%,-1%,nt,nt,nt,nt,1%,10%
CCCCNC(=O)c1ccc2c(=O)n(CCCOCC)c(=S)[nH]c2c1,-1%,-8,10%,2%,-1%,-7%,-1%,1%,-21%,-1%,-6%

# Screening results from PubChem.

# This is a subset; the hit share may differ from the screen's.
